# BioA inh – BioA (M. tuberculosis) enzyme inhibition. purified M. tuberculosis BioA enzyme, plate reader. 360,000 compounds, 0.096% hits. inhibition, % at 9.99 µM; in the data active means inhibition above about 40%; inconclusive means no clear call, values can overlap the other calls
# BoNT A protease – blocks Botulinum neurotoxin A light chain protease; inhibition, % at 10 µM; multiplex microsphere protease substrate cleavage, flow cytometry; 360,000 compounds, 0.17% hits; in the data active means inhibition above about 30%; inconclusive means no clear call, values can overlap the other calls; further: plate controls were buffer without enzyme for full effect and enzyme alone for no effect
# UGM FP inh – blocks M. tuberculosis UGM enzyme; P9WIQ1; purified UGM, fluorescence polarization probe displacement; inhibition, % at 10 µM; 320,000 compounds, 0.06% hits; in the data active means inhibition above about 10%, passing the limit was not always enough; inconclusive means no clear call, values can overlap the other calls
# Target sequence (P9WIQ1 whole entry, looked up): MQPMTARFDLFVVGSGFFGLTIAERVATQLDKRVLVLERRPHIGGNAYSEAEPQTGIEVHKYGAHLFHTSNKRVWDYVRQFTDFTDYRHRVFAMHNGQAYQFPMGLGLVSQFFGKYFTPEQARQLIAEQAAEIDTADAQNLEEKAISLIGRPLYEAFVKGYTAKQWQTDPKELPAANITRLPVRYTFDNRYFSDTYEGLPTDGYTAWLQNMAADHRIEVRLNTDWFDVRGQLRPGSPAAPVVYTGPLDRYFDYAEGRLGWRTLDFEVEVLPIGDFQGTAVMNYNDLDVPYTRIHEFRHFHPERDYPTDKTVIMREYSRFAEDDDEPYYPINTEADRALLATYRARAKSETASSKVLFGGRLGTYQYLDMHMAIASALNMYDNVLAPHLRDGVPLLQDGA
# GDH-TPI inh – counter-screen for M. tuberculosis FBA inhibitors: GDH-TPI coupled enzymes | inhibition, % at 4.8 µM | GDH-TPI coupled enzyme counterscreen, NADH absorbance | AID 588335 | 360,000 compounds, 1.2% hits;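 further: 0% = DMSO wells and 100% = wells lacking the enzyme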
# FadD28 binding – inhibitors of Mycobacterium tuberculosis FadD28 bisubstrate binding; FadD28 bisubstrate probe binding, fluorescence polarization; inhibition, % at 12.5 µM; 360,000 compounds, 0.22% hits; in the data active means inhibition above about 8.5%, passing the limit was not always enough; inconclusive means no clear call, values can overlap the other calls
# Mtb FBA inh – inhibitors of M. tuberculosis fructose-bisphosphate aldolase; P9WQA3; purified M. tuberculosis FBA, fluorescence read-out; inhibition, % at 1 µM; 360,000 compounds, 2.3% hits; in the data active means inhibition above about 27%;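 further: 0% = vehicle and 100% = reference inhibitor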
# Target sequence (P9WQA3 whole entry, looked up): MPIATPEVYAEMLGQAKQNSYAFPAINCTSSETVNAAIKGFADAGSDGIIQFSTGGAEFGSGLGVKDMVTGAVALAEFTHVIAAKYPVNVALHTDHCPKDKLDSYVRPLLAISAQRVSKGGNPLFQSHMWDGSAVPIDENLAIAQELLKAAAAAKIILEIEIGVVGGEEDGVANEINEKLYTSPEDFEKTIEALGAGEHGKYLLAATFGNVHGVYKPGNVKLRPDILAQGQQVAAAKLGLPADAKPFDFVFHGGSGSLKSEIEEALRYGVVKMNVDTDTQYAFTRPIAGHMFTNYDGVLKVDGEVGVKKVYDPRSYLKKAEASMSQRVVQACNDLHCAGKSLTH
# PrPC surface inh – cell surface PrPC inhibition, primary TR-FRET screen. inhibition, % at 13.8 µM. AID 720596. 370,000 compounds, 0.43% hits. TR-FRET read-out; in the data active means inhibition above about 24%; further: 0% = median of the test wells and 100% = reference compound wells
# CCHFV vOTU inh – blocks the CCHF virus ovarian tumor domain protease; inhibition, % at 11.5 µM; 370,000 compounds, 0.55% hits; CCHFV vOTU protease, Pep-AMC fluorescence; further: 0% = vehicle wells with enzyme and 100% = no enzyme wells
# BoNT F protease – BoNT F light chain protease inhibition | Multiplex microsphere protease cleavage assay, flow cytometry | inhibition, % at 10 µM | 360,000 compounds, 0.22% hits; in the data active means inhibition above about 35%, passing the limit was not always enough; inconclusive means no clear call, values can overlap the other calls; further: plate controls were buffer without enzyme for full effect and enzyme alone for no effect
# * hit, by the source's call; ? = inconclusive; nt = no result given; + = active, no number. Unless noted, no stated cut-off is given here; in the data, active means inhibition above about 30%; inactive means the rest.
SMILES,BioA inh,BoNT A protease,UGM FP inh,GDH-TPI inh,FadD28 binding,Mtb FBA inh,PrPC surface inh,CCHFV vOTU inh,BoNT F protease
Cc1nnc2c(N(C)S(=O)(=O)c3ccccc3)nc3ccccc3n12,-3.2,-0.8,1.9,7,0.0,4,3,10,-3
COc1ccc(Br)cc1S(=O)(=O)NNC(=O)c1c(C)nc2ccccn12,nt,-0.9,3.8,1,-4.1,-4,16,11,-10
CCSc1nc2ccccc2n1CC(N)=O,nt,0.2,-0.4,-1,-1.3,2,12,-9,4
CCCCN(C)C(=O)C1CCN(Cc2ccccn2)CC1,-0.7,0.4,2.8,1,0.1,-1,-1,-3,-2
CC(CN(C)Cc1ccccc1)OC(=O)c1ccccc1F (stereo not drawn),-3.0,0.1,0.5,8,-0.8,4,-1,-23,-2
COc1cccc(-c2nc(CC(=O)O)cs2)c1OC,nt,-2.2,3.3,13,-0.7,6,-6,2,-16
COc1ccc(C2CC(c3c(-c4ccccc4)c4cc(Cl)ccc4[nH]c3=O)=NN2C(=O)CCC(=O)O)cc1 (stereo not drawn),nt,2.5,1.0,13,-6.5,13,7,5,14
Cc1ccc2c(c1)c1nnc(SCC(=O)NC3CC3)nc1n2C,-1.0,0.5,-2.1,4,-2.4,-1,-31,9,2
COc1ccc(C(=O)c2ccc(Cl)cc2)cc1,-2.1,-0.5,0.3,11,0.3,6,7,7,?
Cc1nc(N2CCN(S(=O)(=O)c3ccccc3)CC2)c2c3c(sc2n1)CC(C)CC3 (stereo not drawn),1.2,-1.4,nt,3,-0.5,6,11,-16,-17

# 2 compounds picked at random from those above:
SMILES,BioA inh,BoNT A protease,UGM FP inh,GDH-TPI inh,FadD28 binding,Mtb FBA inh,PrPC surface inh,CCHFV vOTU inh,BoNT F protease
COc1ccc(Br)cc1S(=O)(=O)NNC(=O)c1c(C)nc2ccccn12,nt,-0.9,3.8,1,-4.1,-4,16,11,-10
Cc1nnc2c(N(C)S(=O)(=O)c3ccccc3)nc3ccccc3n12,-3.2,-0.8,1.9,7,0.0,4,3,10,-3

# Continuation:
SMILES,BioA inh,BoNT A protease,UGM FP inh,GDH-TPI inh,FadD28 binding,Mtb FBA inh,PrPC surface inh,CCHFV vOTU inh,BoNT F protease
c1ccc2oc(SCc3nc4ccccc4s3)nc2c1,nt,2.2,0.5,-4,-0.4,2,-5,16,2
Cc1ccc(SCC(=O)NCCCN2CCOCC2)cc1,0.4,0.2,2.5,1,0.7,2,-5,2,-7
Cc1ccccc1CN(C)C(=O)[C@H](Cc1ccccc1)NC(=O)c1ccco1,-1.1,-0.2,-0.2,6,-0.9,2,-4,9,6
OC(c1ccccc1)c1nc(-c2cccc3cccnc23)cs1 (stereo not drawn),-1.0,-0.2,nt,2,-3.7,2,-11,-10,-6
COc1cccc(OC)c1OCCCOc1c(OC)cccc1OC,-2.5,0.0,-3.0,-6,-5.2,-1,-3,1,32
O=C(O)CCCCCCNC(=O)c1cncc(O)c1,0.2,0.8,-0.1,10,0.1,18,4,1,-3
Cc1nc(-c2ccc(F)cc2)c(CC(=O)N(C)CC(=O)Nc2cccc(F)c2)s1,2.3,-0.4,nt,-2,-4.3,-2,-4,-6,-1
CCNC(=S)N1CCN(c2ncccn2)CC1,1.2,1.2,0.3,5,0.0,1,8,44*,2
CCc1nc2ccc(C(=O)NCCc3ccc(OC)c(OC)c3)cc2nc1CC,-0.4,-0.8,1.7,8,-1.6,1,-5,10,1
O=C(Nc1ccc(F)cc1F)c1ccc(S(=O)(=O)N2CCCCC2)cc1,-1.3,-1.3,-0.6,12,-1.6,2,5,14,3
Cc1ccc(C(=O)Nc2ccc(-c3csc(C)n3)cc2)cc1,nt,-0.4,-0.3,-1,-3.0,3,2,-1,-3
CC1CN(C2=Nc3cccc4cccc2c34)CC(C)O1 (stereo not drawn),-2.4,-0.4,0.7,19,-1.5,-7,-20,1,-8
O=C(CN1CCOCC1)Nc1ncc(Cc2ccccc2Cl)s1,-1.6,0.8,1.1,4,-0.4,-1,4,11,6
O=C(NC1CCCc2ccccc21)c1ccc(F)cc1F (stereo not drawn),0.6,0.2,-0.9,-14,-4.5,2,4,3,-6
CCOc1ccc(NC(=O)CN(C)C(=O)CCc2ccccc2Cl)cc1OCC,1.4,1.4,-0.9,1,-3.1,0,10,6,8
N#Cc1ccc(-c2nc3c(Cl)cc(C(F)(F)F)cn3c2Cc2ccsc2)cc1,nt,1.5,nt,nt,nt,nt,0,11,-2
COc1ccc(N2CC(C(=O)NCCc3ccc(Cl)cc3)CC2=O)c(OC)c1 (stereo not drawn),-1.1,8.9,nt,-1,-2.8,2,-12,3,8
CC(=N[C@@H]1CCCC[C@H]1N=C(C)c1ccccc1O)c1ccccc1O,nt,-0.1,-0.7,2,-2.3,2,-2,-6,3
O=c1ccc2ccc(O)cc2o1,2.7,-0.2,nt,15,-3.9,+,-2,-286,-1
Cn1c(N)c(S(=O)(=O)N2CCN(c3cccc(Cl)c3)CC2)c(=O)n(C)c1=O,3.7,-0.2,-1.4,14,0.8,3,-1,12,-1
CC(C)(CC(=O)O)CC(=O)Nc1ccccc1Oc1ccccc1,nt,0.3,7.0,-6,-1.6,0,7,-4,-3
Cc1ccc(C(=O)N/C(=C\c2ccco2)C(=O)N2CC(C)OC(C)C2)cc1C (stereo not drawn),0.3,0.9,0.3,7,0.1,1,1,12,9
Oc1ccccc1-c1cc(C(F)(F)F)nc(-c2ccccc2)n1,-1.6,-0.6,0.9,3,-0.6,1,-3,-11,-5
O=C(c1ccccc1)n1ccc2ccccc21,1.8,0.1,4.2,12,-1.6,5,-2,16,0
O=C(/C=C/c1ccccc1)n1cnnc1SC/C=C/c1ccccc1,nt,1.1,-0.2,7,1.7,4,7,-13,-2
COc1ccc(OCC(=O)Nc2ccc(S(=O)(=O)N3CCOCC3)cc2)cc1,-1.9,0.8,0.1,11,-3.9,0,1,10,16
O=C(CSc1ccc(-c2ccc(-n3cccn3)cc2)nn1)Nc1ccccc1F,nt,-3.6,-0.4,6,0.5,1,6,-8,-12
CN(C)CCC=C1c2ccccc2C=Cc2ccccc21,-0.7,0.1,0.5,1,-0.5,2,-13,7,-3
O=C(CSc1n[nH]c(=O)n1C1CC1)NCc1ccccc1Cl,nt,-0.1,0.8,-4,-0.3,1,6,-2,-6
CCOC(=O)N1CCN(C(=O)COCc2cc(-c3ccc4c(c3)OCO4)on2)CC1,-0.5,-2.4,-1.1,0,0.1,-1,4,6,-6
CCCN1CCC(N2CCCC(C(=O)O)C2)CC1 (stereo not drawn),0.1,-1.1,-1.1,5,-2.4,1,13,-4,-6
CC(=O)c1cnc2nc(SCc3cccc(C)c3)nn2c1C,1.1,-2.9,-0.9,9,-2.4,-1,12,5,-16
COc1cc(OC)cc(-c2c(-c3cccs3)c3cc(-c4cc(OC)c(OC)c(OC)c4)ccc3n2C)c1,0.6,0.1,-2.1,11,-0.2,1,0,-3,4
CCCCCCCCNC(=S)NCCN1CCCCC1,nt,0.2,nt,1,-3.6,7,4,-1,-1
OCCN1CCN(C(=S)Nc2ccc(Oc3ccccc3)cc2)CC1,nt,-0.1,0.0,-3,-1.3,5,14,4,3
CSCCC1NC(=O)N(CC(=O)Nc2ccc(Br)cc2Br)C1=O (stereo not drawn),nt,-0.7,-2.1,-1,-1.3,3,7,14,1
COC(/C(=N/O)c1ccc(Cl)cc1)c1ccccc1 (stereo not drawn),0.9,-1.0,-4.4,-3,-5.9,1,10,7,27
Cc1cc(=O)n2nc(N3CCCC(C(=O)NCCc4ccccc4)C3)sc2n1 (stereo not drawn),-1.3,-0.4,1.9,4,0.8,1,-2,0,-6
Cc1ccccc1-c1cccc([C@@H]2C[C@H]3[C@H](CON3C)CN2C(=O)CCc2ccccc2)c1,0.7,0.2,nt,-19,-6.8,1,0,20,-2
Cn1c(=O)c2cc(S(=O)(=O)N3CCN(c4cccc(C(F)(F)F)c4)CC3)ccc2n(C)c1=O,-2.9,0.1,-0.1,-1,-0.1,-2,-3,-2,15

# An excerpt from the list above:
SMILES,BioA inh,BoNT A protease,UGM FP inh,GDH-TPI inh,FadD28 binding,Mtb FBA inh,PrPC surface inh,CCHFV vOTU inh,BoNT F protease
Cc1ccccc1-c1cccc([C@@H]2C[C@H]3[C@H](CON3C)CN2C(=O)CCc2ccccc2)c1,0.7,0.2,nt,-19,-6.8,1,0,20,-2
Cn1c(=O)c2cc(S(=O)(=O)N3CCN(c4cccc(C(F)(F)F)c4)CC3)ccc2n(C)c1=O,-2.9,0.1,-0.1,-1,-0.1,-2,-3,-2,15

# Later entries:
SMILES,BioA inh,BoNT A protease,UGM FP inh,GDH-TPI inh,FadD28 binding,Mtb FBA inh,PrPC surface inh,CCHFV vOTU inh,BoNT F protease
CO/N=C(/CNC(=O)c1ccccc1Cl)c1ccc(Cl)cc1,nt,-0.7,0.5,5,2.8,4,-5,-6,3
COc1cccc(/C=C/C2=CC(C)(C)NC(=S)N2)c1,nt,1.5,-1.2,9,1.3,7,-1,-5,8
CC/C(=N\NC(=O)c1cc(C2CC2)[nH]n1)c1ccccc1,1.1,1.2,-1.2,10,-0.5,1,4,-2,-4
COc1ccc(S(=O)(=O)NCc2ccncc2)cc1NC(=O)c1ccccc1F,-5.8,0.9,0.0,4,-4.3,0,6,0,4
COc1ccc(CCCNC(=O)C2CCC(=O)N(CCc3cccc(F)c3)C2)cc1 (stereo not drawn),-3.0,-0.7,0.4,-9,-0.6,3,5,-4,7
N=c1c[n+](CC23CC4CC(CC(C4)C2)C3)[n-]o1,0.6,-0.4,-0.2,0,-2.7,6,-5,-4,-6
Cc1cc2n(n1)SC(Nc1cc(Cl)ccc1Cl)N2 (stereo not drawn),3.2,0.5,-0.3,-12,-56,-2,2,-1,1
CCc1nnc(NC(=O)CSc2nnc3scc(-c4ccc(C)cc4)n23)s1,0.1,-1.8,-0.9,3,-1.9,-1,3,-2,-1
CCc1ccc(OCC(=O)Nc2nnc(C3CCCC3)s2)cc1,-1.4,-1.6,-1.4,-2,-2.9,4,9,12,-2
Cn1cnc([N+](=O)[O-])c1S(=O)(=O)c1ccc(Cl)cc1,nt,-0.2,nt,9,-0.4,1,37*,1,0

# Compounds from the list above with a CF3 group:
SMILES,BioA inh,BoNT A protease,UGM FP inh,GDH-TPI inh,FadD28 binding,Mtb FBA inh,PrPC surface inh,CCHFV vOTU inh,BoNT F protease
N#Cc1ccc(-c2nc3c(Cl)cc(C(F)(F)F)cn3c2Cc2ccsc2)cc1,nt,1.5,nt,nt,nt,nt,0,11,-2
Oc1ccccc1-c1cc(C(F)(F)F)nc(-c2ccccc2)n1,-1.6,-0.6,0.9,3,-0.6,1,-3,-11,-5
Cn1c(=O)c2cc(S(=O)(=O)N3CCN(c4cccc(C(F)(F)F)c4)CC3)ccc2n(C)c1=O,-2.9,0.1,-0.1,-1,-0.1,-2,-3,-2,15
